Source: PubChem (National Center for Advancing Translational Sciences (NCATS))
TSHR antag = antagonists of human thyroid stimulating hormone receptor. activity change, negative = inhibition, % at 11.5 µM. P16473. TSHR-expressing cells, TSH-stimulated cAMP HTRF, 2 h; active compounds read low. hit rate 0.2% among 330,000;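 active = activity change below a set negative limit, meaning inhibition stronger than a set level, cut at about -70% in these data; inconclusive = activity change between two set negative limits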; also: % is scaled to controls: 0 for no effect and ±100 for the full control effect
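TSHR-expressing cells were treated with compounds, then stimulated with TSH at EC80 (4nM final) for 2 hours at 37 deg C. Cellular cAMP was measured by HTRF competition between lysate cAMP and cAMP-d2 for a cryptate-labelled anti-cAMP antibody.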
USP2a block = blocks human ubiquitin-specific protease USP2a; Potency, µM (top dose mostly 38.3 µM), inactives show top-dose activity change, negative = inhibition, hits mostly inhibitors; hit rate 0.01% among 330,000; USP2 core, Ub-CHOP2 coupled fluorogenic reporter, 485/531; AID 463254;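 also: potency is read from the fitted curve at half-maximal effect; plate controls were DMSO wells for no effect and full inhibition by NEM control for full effect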
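USP2 core (10nM final) preincubated 30min RT with compound in 20mM Tris-HCl pH 8.0, 2mM CaCl2, 2mM beta-mercaptoethanol, 0.05% CHAPS; 25nM Ub-CHOP2 plus 25nM reporter substrate added, fluorescence (Ex485/Em531) read after 60min.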
Menin-MLL TR inh = menin-MLL binding inhibition, Texas Red mutant peptide; hit rate 0.23% among 270,000; O00255; Potency, µM (top dose mostly 61.6 µM), inactives show at the highest dose FP activity change, negative = inhibition, actives largely listed as inhibitors; Menin + Texas Red MLL mutant peptide, fluorescence polarization; active = well fitted inhibition curve with a large enough effect in the polarisation, with a control signal flat, not every such curve was filed as active; inconclusive = small, poorly fitted or top-dose-only effect, or effect the other way, or a change in a side signal; inactive = no such curve, though single readings can be large or run the other way; the % refers to the polarisation; also: potency is read from the fitted curve at half-maximal effect; % of control where 0% means no effect; many of its hits are not listed in these tables
Target sequence (O00255 whole entry, looked up): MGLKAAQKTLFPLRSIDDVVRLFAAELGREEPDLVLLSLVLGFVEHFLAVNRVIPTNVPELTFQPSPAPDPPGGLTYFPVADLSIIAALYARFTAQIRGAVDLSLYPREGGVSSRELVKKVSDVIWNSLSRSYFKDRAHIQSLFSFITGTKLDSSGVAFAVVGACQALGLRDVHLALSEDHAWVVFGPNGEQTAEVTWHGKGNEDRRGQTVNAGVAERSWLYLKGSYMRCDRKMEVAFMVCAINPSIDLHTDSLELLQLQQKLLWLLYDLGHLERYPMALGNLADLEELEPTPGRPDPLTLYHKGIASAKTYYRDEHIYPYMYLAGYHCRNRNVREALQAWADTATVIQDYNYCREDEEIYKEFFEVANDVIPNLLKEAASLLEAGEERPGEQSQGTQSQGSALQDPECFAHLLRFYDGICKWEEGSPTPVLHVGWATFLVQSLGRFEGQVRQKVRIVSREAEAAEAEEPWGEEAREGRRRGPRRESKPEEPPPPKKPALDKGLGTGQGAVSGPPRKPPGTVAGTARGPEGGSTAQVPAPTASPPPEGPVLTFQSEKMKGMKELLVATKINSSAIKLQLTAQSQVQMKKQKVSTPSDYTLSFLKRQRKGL
S-ASM inh = inhibitors of human secretory acid sphingomyelinase; P17405; placental ASM, HMU-PC fluorogenic substrate, 60 min; Potency, µM (highest dose often 57.5 µM), for the others: top-dose activity change, negative = inhibition, hits mostly inhibitors; hit rate 0.006% among 340,000; AID 504937; also: potency is read from the fitted curve at half-maximal effect
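qHTS format. ASM enzyme prepared from human placenta hydrolyses the fluorogenic substrate HMU-PC0 (9 uM final) over 60 min at 37 °C after a 10 min compound preincubation.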
hERG WT inh = KCNH2 (human, wildtype) channel inhibition; hit rate 0.37% among 340,000; U2OS, BacMam KCNH2, thallium flux FluxOr; active compounds read low; activity change, % at 1.84 µM; AID 720551;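 active = maximum activity change below -70%; inconclusive = maximum activity change between -70% and -50%; inactive = maximum activity change above -50%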; also: % is scaled to controls: 0 for no effect and ±100 for the full control effect
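U2OS cells were transduced with wild-type KCNH2 virus (2.03 x 10^8 / mL) for 4 h at room temperature, then cultured overnight at 37 C. Thallium flux was read with FluxOr dye. Rate constants were normalized to DMSO controls.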
BCR signal inh = inhibitors of chronic active B-cell receptor signaling | ABC-DLBCL IkBa-CBG/CBR reporter, luminescence ratio, 4 h | Potency, µM (highest dose often 46.1 µM), inactives show at the top dose ratio change, negative = lower green/red ratio, actives largely listed as inhibitors | hit rate 0.05% among 340,000; active = well fitted inhibition curve with a large enough effect in the signal ratio, with a control signal flat, not every such curve was filed as active; inconclusive = small, poorly fitted or top-dose-only effect, or effect the other way, or a change in a side signal; the % refers to the signal ratio;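 also: potency is read from the fitted curve at half-maximal effect; plate controls were basal doxycycline-induced cells for no effect and cells given 10 µM MG132 for full effect; MG132 reads +100%, hits lower the ratio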
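Concentration-response series (up to 46 uM) were applied to TMD8 dual-reporter cells for 4 h at 37C with doxycycline. Green/red ratio, after filter-overlap correction, defined %Activity; red signal alone was normalised to basal cells and zero luminescence.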
MBNL1-CUG inh = inhibitors of human MBNL1 binding to CUG repeat RNA; TR-FRET MBNL1-His/biotin-(CUG)12 binding, 665/545 ratio; Potency, µM (doses to about 57.5 µM), inactives show at the highest dose activity change, negative = inhibition, hits mostly inhibitors; hit rate 0.036% among 280,000; active = well fitted inhibition curve with a large enough effect in the signal ratio, with a control signal flat, not every such curve was filed as active; inconclusive = small, poorly fitted or top-dose-only effect, or effect the other way, or a change in a side signal; inactive = no such curve, though single readings can be large or run the other way; the % refers to the signal ratio; also: potency is read from the fitted curve at half-maximal effect; % is scaled to controls: 0 for no effect and ±100 for the full control effect
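His-tagged MBNL1 binding to biotinylated (CUG)12 RNA was measured by TR-FRET using terbium anti-His antibody (0.055 ng/ul final) and streptavidin-XL665 (5 nM final). Compounds were titrated 92 nM to 58 uM; 60 min at room temperature.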
GALK inh = galactokinase (human) inhibition; P51570; Purified GALK, Kinase-Glo residual ATP luminescence; Potency, µM (highest dose often 57.5 µM), for the others: at the top dose activity change, negative = inhibition, hits mostly inhibitors; hit rate 0.007% among 270,000; also: potency is read from the fitted curve at half-maximal effect; % is scaled to controls: 0 for no effect and ±100 for the full control effect
Target sequence (P51570 whole entry, looked up): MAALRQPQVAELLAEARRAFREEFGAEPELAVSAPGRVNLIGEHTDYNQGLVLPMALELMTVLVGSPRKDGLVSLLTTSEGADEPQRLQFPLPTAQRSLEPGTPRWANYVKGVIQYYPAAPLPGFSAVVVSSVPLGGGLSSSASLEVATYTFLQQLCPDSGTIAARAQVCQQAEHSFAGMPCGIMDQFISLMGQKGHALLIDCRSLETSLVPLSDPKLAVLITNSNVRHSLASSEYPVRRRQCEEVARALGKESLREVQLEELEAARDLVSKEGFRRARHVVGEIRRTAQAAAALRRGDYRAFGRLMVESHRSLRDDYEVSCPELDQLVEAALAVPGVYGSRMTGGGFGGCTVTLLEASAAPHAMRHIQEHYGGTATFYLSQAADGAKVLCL
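The enzyme phosphorylates galactose (100 uM) using ATP (35 uM); inhibition is detected as higher residual ATP, quantified by bioluminescence after 1 h reaction at room temperature, pH 8.0.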
Eya2 phos inh = Eya2 (human) phosphatase inhibition; O00167; recombinant Eya2, OMFP fluorescence dephosphorylation (OMFP is methylfluorescein phosphate); Potency, µM (top dose mostly 76.9 µM), for inactives: at the top dose activity, negative = inhibition, usual class: inhibitors; hit rate 0.006% among 330,000; also: potency is read from the fitted curve at half-maximal effect; % is scaled to controls: 0 for no effect and ±100 for the full control effect
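Eya2 (0.2 uM) preincubated 10 min at ambient with compound, then OMFP substrate added at 50 uM; 10 min reaction in 50 mM HEPES pH 7.5, 50 mM NaCl, 5 uM MgCl2, 0.05% BSA, 1 mM DTT. Fluorescence read at Ex 485/Em 525 nm.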
PKM2 act = increases activity of human pyruvate kinase M2. P14618. AID 1631. Potency, µM (titrated, usually from 57.5 µM), inactives show at the top dose activation, usual class: activators. hit rate 0.34% among 260,000. purified PKM2, Kinase-Glo ATP luminescence, activation; response scale: 0% is enzyme alone, no compound; also: potency is read from the fitted curve at half-maximal effect; % is scaled to controls: 0 for no effect and ±100 for the full control effect; nearly all actives have a fitted effect of over 55% in size
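hPK-M2, >95% pure; 0.1 mM ADP / 0.5 mM PEP final; imidazole pH7.2 buffer w/ 7 mM MgCl2, 50 mM KCl; 1 h RT; Kinase-Glo lum. Intermediate enzyme activity for dual inhibitor/activator qHTS.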
Mito fusion act = mitochondrial division inhibition or fusion activation. S. cerevisiae fusion-defective mutant growth rescue, CellTiterGlo 48 h. Potency, µM (titrated, usually from 46.1 µM), for the others: top-dose growth rescue (activation), most hits filed as activators. hit rate 0.23% among 320,000. AID 485298;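 also: potency is read from the fitted curve at half-maximal effect; % of control where 0% means no effect; nearly all actives have a fitted effect of over 45% in size; temperature-sensitive fusion mutants such as fzo1-1 at 37 °C on non-fermentable ethanol glycerol medium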
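Temperature-sensitive fusion-defective S. cerevisiae (e.g. fzo1-1, mgm1-5) were grown with compound in YPEG medium (3% ethanol, 3% glycerol) for 48 hours at 37C. Growth rescue was measured as viability by CellTiterGlo luminescence after 10 minutes at ambient.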
Active calls of the source: *; ? = inconclusive; nt = not tested or not shown; [ ] = dose if it differs, or a comment. Unless noted, calls follow the shape of the dose curve; as a rule, active = well fitted curve in the direction sought with a large enough effect; inconclusive = small, poorly fitted or top-dose-only effect, or another doubt; inactive = no such curve, though single readings can be large; an effect the other way counts as inactive or inconclusive. An excerpt, so the mix of outcomes need not match the whole.

SMILES	TSHR antag	USP2a block	Menin-MLL TR inh	S-ASM inh	hERG WT inh	BCR signal inh	MBNL1-CUG inh	GALK inh	Eya2 phos inh	PKM2 act	Mito fusion act
COCCCNC(=S)NNC(=O)c1ccccc1Br	-9	4%	-12%	1%	3	2%	-13%	0%	21%	-3%	-4%
Cc1cc(=O)n(Cc2ccccc2)c(O)c1C#N	2	-1%	8%	0%	1	1%	20%	2%	4%	0%	-1%
CC(NC(=O)c1cccc(S(=O)(=O)N2CCN(C)CC2)c1)c1ccc(Cl)cc1Cl (configuration not stated)	2	0%	nt	-4%	-7	?	nt	nt	9%	nt	-1%
CCc1cc(OCCN2C(=O)NC(C)(C)C2=O)ccc1Cl	7	-1%	3%	0%	-9	28%	-2%	2%	9%	-4%	-2%
O=C(Nc1ccc(Cl)c(Cl)c1)OCCNC(=O)c1cccc(Cl)c1	-18	7%	?	-14%	6	-14%	3%	-4%	5%	-3%	0%
NC(=O)C1=C[C@@H](c2ccc(Br)cc2)C[C@@H](OCc2ccc(CO)cc2)O1	-3	-1%	1%	-4%	9	-22%	12%	-3%	11%	-1%	?
COc1ccc2[nH]c3c(=O)n(Cc4ccc(C(=O)N5CCCCCC5)cc4)c(=S)[nH]c3c2c1	-2	1%	-6%	-5%	nt	-7%	6%	-2%	3%	-3%	3%
CC(C)CN1C(=O)/C(=C/c2c(N3CCc4ccccc4C3)nc3ccccn3c2=O)SC1=S	0	3%	nt	nt	nt	?	-3%	1%	-20%	-1%	-3%
COc1cc(CNc2ccc3[nH]c(=O)[nH]c3c2)ccc1OCc1cccc(C)c1	0	1%	?	-3%	10	-4%	11%	nt	1%	nt	4%
COC(=O)c1c(C(C)=O)cnc2ccc(Br)cc12	-1	6%	-1%	0%	15	6%	0%	1%	10%	5%	2%
O=C(CN(Cc1ccco1)C(=O)CNS(=O)(=O)c1ccc(Cl)cc1)NC1CCCCC1	9	3%	-4%	-1%	-2	-7%	-4%	1%	3%	-3%	-3%
COc1ccc(C2C(C(N)=O)=C(C)Nc3ncnn32)cc1 (configuration not stated)	-3	1%	4%	9%	-7	2%	-1%	0%	-8%	-6%	1%
COc1cc(/C=C(\C#N)C(=O)Nc2cc(C(F)(F)F)ccc2Cl)ccc1OCC(=O)Nc1cccc(C(F)(F)F)c1	-7	4%	1%	114%[activator]	0	8%	nt	0%	6%	-8%	-1%
O=C(Nc1nccs1)c1cc(Cl)nc2ccccc12	-4	-5%	nt	-15%	5	?	nt	1%	-9%	-3%	1%
COc1ccc(CNC(=O)CCNC(=O)N2CCn3c2nc2ccccc23)cc1	5	3%	-15%	3%	2	0%	0%	6%	7%	0%	-2%
CCCn1c(SCC(=O)c2c(N)n(C3CC3)c(=O)[nH]c2=O)nnc1-c1ccncc1	8	4%	nt	3%	-3	-2%	nt	nt	2%	nt	-3%
COc1cccc(-n2cc(CNCc3cn(C)nc3-c3ccccc3F)cn2)c1	-11	2%	-12%	2%	2	?	-3%	2%	9%	-2%	0%
CNC(=S)N(Cc1ccc(OC)cc1)Cc1cc2ccc(C)cc2[nH]c1=O	25	0%	-2%	-19%	-1	4%	?	0%	-2%	2%	-2%
COc1ccc(N2CCN(c3oc(Cc4ccccc4)nc3C#N)CC2)cc1	-10	2%	-23%	-8%	6	1%	-13%	-3%	-21%	-2%	5%
COc1ccc(S(=O)(=O)N2CCOC2CNC(=O)C(=O)NCCN(C)C)cc1 (configuration not stated)	29	0%	nt	0%	-1	4%	-4%	-3%	5%	18%	4%
O=[N+]([O-])c1ccccc1S(=O)(=O)Nc1ccc(S(=O)(=O)N2CCOCC2)cc1	27	-1%	10%	-3%	-1	1%	4%	-2%	0%	2%	-1%
CCCn1c(N)c(C(=O)CSc2nc(C)nc3sc(C)c(C)c23)c(=O)[nH]c1=O	-7	-1%	nt	4%	-3	-20%	nt	nt	23%	nt	-9%
CC(C)Cn1nc(NC(=O)c2cccs2)c2cc3ccccc3nc21	6	-3%	nt	402%[activator]	3	?	14%	3%	-12%	-8%	7%
O=C(CSc1ccc(-c2cccnc2)nn1)Nc1ccc(Br)cc1	2	-3%	?	-6%	1	-1%	180%[activator]	6%	1%	13%	2%
CC1=C(C(=O)OC2CCCCCCC2)C(c2ccc(O)cc2)NC(=O)N1 (configuration not stated)	-7	2%	-6%[11.7 µM]	5%	20	?	-3%	2%	9%	1%	6%

Reformatted with values under each structure: two of the compounds above
Values run as follows: TSHR antag, USP2a block, Menin-MLL TR inh, S-ASM inh, hERG WT inh, BCR signal inh, MBNL1-CUG inh, GALK inh, Eya2 phos inh, PKM2 act, Mito fusion act
COC(=O)c1c(C(C)=O)cnc2ccc(Br)cc12
  -1, 6%, -1%, 0%, 15, 6%, 0%, 1%, 10%, 5%, 2%
CNC(=S)N(Cc1ccc(OC)cc1)Cc1cc2ccc(C)cc2[nH]c1=O
  25, 0%, -2%, -19%, -1, 4%, ?, 0%, -2%, 2%, -2%

More records.
SMILES	TSHR antag	USP2a block	Menin-MLL TR inh	S-ASM inh	hERG WT inh	BCR signal inh	MBNL1-CUG inh	GALK inh	Eya2 phos inh	PKM2 act	Mito fusion act
CN(C)c1ccc(/C=C2\SC(=O)N(CC(O)Cn3c4ccccc4c4ccccc43)C2=O)cc1 (configuration not stated)	16	11%	?	-3%	-1	?	nt	1%	5%	1%	0%
O=C(Cn1c(CCCO)nc2ccccc21)Nc1ccccc1-c1ccccc1	1	-1%	-13%	0%	4	?	-1%	1%	5%	5%	-7%
Cc1ccc(OCCn2cc(C(=O)O)c3ccccc32)cc1	-5	2%	6%	2%	-49	-1%	-16%	1%	0%	-10%	-5%
Cc1ccccc1OCC(=O)Nc1cccc(Cl)c1C	14	2%	17%	-2%	17	2%	-5%	7%	-12%	-4%[11.5 µM]	2%
CCN(CC)Cc1cc(C(=O)O)c(C)o1	-10	1%	-6%	6%	15	-1%	-2%	1%	-14%	3%	4%
COc1cccc(NC(=O)CN2C(=O)NC(Cc3c[nH]c4ccccc34)C2=O)c1 (configuration not stated)	29	0%	nt	-1%	2	2%	nt	nt	-9%	nt	nt
CC1(C)Oc2ccc3ccc(=O)oc3c2-c2cnoc21	10	0%	3%	51%[activator]	-10	-8%	1%	0%	-3%	-3%	-13%
CC(=O)c1cc2c(cc1NC(=O)C1CC1)OCO2	-3	0%	13%	78%[activator]	1	?	?	0%	-1%	-6%	3%
OC(CN1CCOCC1)CN1CCOCC1	4	?	-28%	3%	-2	1%	-3%	3%	6%	-3%	1%
COC(=O)C1CSC(c2ccc(Cl)cc2)N1C(=O)c1ccccc1 (configuration not stated)	3	-2%	?	-2%	-7	-6%	?	-2%	-4%	6%	4%
Cn1c(=O)c2c(nc(SCCCO)n2Cc2ccccc2Cl)n(C)c1=O	-3	1%	11%	7%	-13	-2%	-1%	0%	3%	-2%	1%
Cc1ccc(C)c(S(=O)(=O)N2CCN(C(=O)c3cncc(Br)c3)CC2)c1	19	0%	0%	-2%	3	-6%	-9%	-2%	17%	nt	-6%

4 compounds out of the list above, ordered by their value in MBNL1-CUG inh, rising:
SMILES | MBNL1-CUG inh
Cc1ccc(OCCn2cc(C(=O)O)c3ccccc32)cc1 | -16%
Cc1ccc(C)c(S(=O)(=O)N2CCN(C(=O)c3cncc(Br)c3)CC2)c1 | -9%
Cc1ccccc1OCC(=O)Nc1cccc(Cl)c1C | -5%
Cn1c(=O)c2c(nc(SCCCO)n2Cc2ccccc2Cl)n(C)c1=O | -1%
